Htt clearance – clearance of mutant huntingtin inclusions, primary screen, imaging, HeLa Exon1htt(103Q)mCFP, confocal imaging | 47,000 tested, 0.42% active | aggregate imaging; zero = plate's median compound well | inhibition, % at 1.5 µM;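 active means inhibition of aggregate fluorescence above about 70%, also judged a hit by eye on the cell image, limit read from the data, passing the limit was not always enough; inconclusive means no rule stated for this call; inactive means not judged a hit on image review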;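 further: cells exposed to compound for three days before fixation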
Htt clearance grain fraction – also measured in Htt clearance; calls as there; fraction fluorescence in grains; measured here: aggregate grain fluorescence fraction; stronger effect = lower value;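 scaled fraction of total cell fluorescence in grains with unit not stated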
* hit, by the source's call; ? = inconclusive; nt = not tested or not shown.

SMILES	Htt clearance	Htt clearance grain fraction
CCOCCCn1c(=N)c(C(=O)NCc2ccc3c(c2)OCO3)cc2c(=O)n3cccc(C)c3nc21	-132	51
O=C(CSc1nnc(-c2cccs2)n1-c1ccccc1)N1CCOCC1	-1	20
O=C(O)CCSc1nc2ccc(Br)cc2[nH]1	27	14
Cc1nc(C(F)(F)F)c(C(=O)NC(=O)Nc2ccccc2)s1	-59	53
CCOC(=O)c1cnc(SC2CC(=O)N(c3ccccc3)C2=O)nc1N (stereo unspecified)	-40	53
CCOc1cccc(-c2nnc(SCC(=O)Nc3cc(C)ccc3OC)n2N)c1	4	39
CCCNc1nc2c(c(=O)n(C)c(=O)n2C)n1CCc1ccccc1	21	28
N=c1c2c3c(sc2nc2n1CCCCC2)CCCC3	19	14
CC1CCc2c(C(=O)NCCCN3CCOCC3)csc2C1 (stereo unspecified)	-12	39
CC(=O)C(=Nc1ccccc1Cl)NNc1ccc(Cl)cc1	51	9.5
Cc1ccc(C)c(S(=O)(=O)Nc2ccc3scnc3c2)c1	12	18
Cc1c(NC(=O)c2cc3ccccc3c(=O)s2)c(=O)n(-c2ccccc2)n1C	-8	40
CCCC(C(=O)OCC)P(=O)(c1ccccc1)c1ccccc1 (stereo unspecified)	18	16
O=c1[nH]c(-c2ccncc2)nc2ccccc12	-20	46
CN(C)c1ccc(C2C3=C(CCCC3=O)OC3=C2C(=O)CCC3)cc1	-10	22
CCOC(=O)CCNC(=O)Nc1ccc2nc(C)n(Cc3ccccc3Cl)c(=O)c2c1	-59	31
Cn1ncc(Cl)c1C(=O)N1CCc2ccccc21	28	27
Nc1ccc(-n2ccnc2)cc1	4	33
C=CCn1c(SCC(=O)NCc2ccc3c(c2)OCO3)nc2scc(-c3ccccc3)c2c1=O	3	42
Fc1ccccc1OCCSc1nc2ccccc2o1	62	7.2
COc1ccc2c(c1)CCc1c(C(=O)NCc3cccnc3)noc1-2	21	16
O=c1cc(N2CCN(Cc3ccccc3)CC2)[nH]c(=O)n1-c1cccc(C(F)(F)F)c1	27	14
COCCCN1C(=O)C(O)=C(C(C)=O)C1c1cccc(F)c1 (stereo unspecified)	-12	34
CN1C(=O)SC(Nc2ccccc2)C1=O (stereo unspecified)	4	18
COc1ccc(NC(=O)N(C2CCCCC2)C2CCN(C(C)C)CC2)c(OC)c1	-27	26
CCN(CC)S(=O)(=O)c1cccc(C(=O)N[C@H](C(=O)O)C(C)C)c1	-4	19
Cn1cccc1C(=O)OCC(=O)Nc1cc(C(C)(C)C)nn1-c1ccccc1	20	28
Cc1c([C@H]2[C@@H](CC#N)C2(C)C)c2ccccc2n1C	-29	60
COC(=O)C1CCN(C(=O)CCCOc2ccccc2)CC1	-75	32
COc1cccc(-c2ccc(=O)n(CC(=O)Nc3cc4c(cc3NC(C)=O)OCCO4)n2)c1	44	11

A section taken from the entries so far, as a working copy:
SMILES	Htt clearance	Htt clearance grain fraction
CCCC(C(=O)OCC)P(=O)(c1ccccc1)c1ccccc1 (stereo unspecified)	18	16
O=c1[nH]c(-c2ccncc2)nc2ccccc12	-20	46
CN(C)c1ccc(C2C3=C(CCCC3=O)OC3=C2C(=O)CCC3)cc1	-10	22
CCOC(=O)CCNC(=O)Nc1ccc2nc(C)n(Cc3ccccc3Cl)c(=O)c2c1	-59	31
Cn1ncc(Cl)c1C(=O)N1CCc2ccccc21	28	27
Nc1ccc(-n2ccnc2)cc1	4	33
C=CCn1c(SCC(=O)NCc2ccc3c(c2)OCO3)nc2scc(-c3ccccc3)c2c1=O	3	42
Fc1ccccc1OCCSc1nc2ccccc2o1	62	7.2
COc1ccc2c(c1)CCc1c(C(=O)NCc3cccnc3)noc1-2	21	16
O=c1cc(N2CCN(Cc3ccccc3)CC2)[nH]c(=O)n1-c1cccc(C(F)(F)F)c1	27	14
COCCCN1C(=O)C(O)=C(C(C)=O)C1c1cccc(F)c1 (stereo unspecified)	-12	34
CN1C(=O)SC(Nc2ccccc2)C1=O (stereo unspecified)	4	18
COc1ccc(NC(=O)N(C2CCCCC2)C2CCN(C(C)C)CC2)c(OC)c1	-27	26
CCN(CC)S(=O)(=O)c1cccc(C(=O)N[C@H](C(=O)O)C(C)C)c1	-4	19
Cn1cccc1C(=O)OCC(=O)Nc1cc(C(C)(C)C)nn1-c1ccccc1	20	28
Cc1c([C@H]2[C@@H](CC#N)C2(C)C)c2ccccc2n1C	-29	60
COC(=O)C1CCN(C(=O)CCCOc2ccccc2)CC1	-75	32
COc1cccc(-c2ccc(=O)n(CC(=O)Nc3cc4c(cc3NC(C)=O)OCCO4)n2)c1	44	11

Continued.
SMILES	Htt clearance	Htt clearance grain fraction
CCc1ccc(N2CC(C(=O)Nc3cc(C)ccc3F)CC2=O)cc1 (stereo unspecified)	-44	57
CC(=O)c1ccc(N2C(=NC(=O)C(C)C)SC3CS(=O)(=O)CC32)cc1 (stereo unspecified)	-14	34
COc1ccccc1NC(=O)c1ccc(C)s1	47	8.9
CN(C)c1nccc(N(Cc2ccccc2)Cc2ccccc2)c1C#N	13	34
COc1cc(-c2noc(CCCC(=O)NCc3ccco3)n2)cc(OC)c1OC	-22	22
CC(=O)c1cnc2c(-c3ccccc3)c(C)nn2c1C	43	10
CC(=C1C(=O)c2ccccc2C1=O)N1CCc2ccccc2C1	24	13
O=C(c1cccs1)c1coc2ccc(O)c(CN3CCOCC3)c12	-52	61
Cc1cc(NCc2ccccn2)nc2ccccc12	18	16
COc1ccc(C2C3=C(Nc4ncnn42)c2ccccc2CCC3)cc1 (stereo unspecified)	18	28
CCN1CCCC1CN(Cc1cc2cc(OC)ccc2[nH]c1=O)C(=O)NCc1ccccc1 (stereo unspecified)	62	8
COc1ccc(C2CC(=O)N3C(=C2C#N)SCC3(O)c2ccccc2)cc1 (stereo unspecified)	-62	66
CCCC(C)c1nnc(NC(=O)C2CCCO2)s1 (stereo unspecified)	18	16
Cc1ccc(S(=O)(=O)c2c(N)n(C)c3nc4ccccc4nc23)cc1	48	19
CCC(=O)Nc1cc(-c2nn(C)c(=O)c3ccccc23)ccc1N1CCCCC1	16	31
COc1ccc(CNC2CCCC2)c(OC)c1OC	0	31
CC(C)CC(=O)NCc1ccc(F)cc1	-21	52
CC(Sc1ccccc1)C(=O)Nc1ccc(S(=O)(=O)N2CCOCC2)cc1 (stereo unspecified)	23	15
CC(C)[C@H](NC(=O)Nc1ccccc1F)C(=O)O	6	15
COc1ccc2c(c1)CC/C(=C\C=C\c1ccccc1OC)C2=O	-4	20
CC1CCc2nc(NC(=O)C3CCCO3)sc2C1 (stereo unspecified)	-26	26
CCCCCn1c(CN2CCN(Cc3ccccc3)CC2)nc2c1c(=O)n(C)c(=O)n2C	26	14
CN1C(C)(C)CC(NC(=O)CCC(=O)NC2CC(C)(C)N(C)C(C)(C)C2)CC1(C)C	-110	37
Cc1onc(-c2ccccc2Cl)c1C(=O)Nc1cccc(-c2cn3cccnc3n2)c1	9	17
Cc1cccc(NC(=O)c2ccc(S(=O)(=O)N(C)C)cc2)c1	-13	56
Cc1cc(Cl)ccc1OCCCC(N)=O	10	35
Cc1cc(COc2ccccc2O)on1	-50	30
COc1ccc(NC(=O)c2cc(OC)c(OC)c(OC)c2)cn1	-9	19
COc1ccc(-c2cc(C(=O)N3CC4(C)CC3CC(C)(C)C4)no2)cc1OC (stereo unspecified)	-28	39
CCc1nnc(NC(=O)CSc2nnc(-c3ccoc3C)n2-c2ccc(C)cc2)s1	36	22
Cc1ccc(-n2c(N)c(C(=O)NCc3cccnc3)sc2=S)cc1	4	41
CCOc1ccc(CCNC(=O)C2CCN(S(=O)(=O)N3CCOCC3)CC2)cc1OCC	30	26
CCC(C)NC(=O)CN1C(=O)CC(C)(C)S(=O)(=O)c2ccccc21 (stereo unspecified)	-24	60
CCN(CC(=O)Nc1ccc2c(c1)OCCO2)Cc1cc(=O)oc2c(C)c(C)ccc12	52	8.8
Cc1ccc2nsnc2c1S(=O)(=O)N(Cc1ccco1)Cc1cc2cccc(C)c2[nH]c1=O	18	32
Cc1ccc(C(=O)CSc2nnc(-c3ccco3)n2Cc2ccccc2)cc1	-123	47
CS(=O)(=O)N(CC(=O)Nc1ccc2c(c1)OCO2)c1ccc(Cl)cc1	-5	36
Cc1sc2ncnc(N3CCN(c4ncccn4)CC3)c2c1C	-57	62
COc1ccc(C2C(C(=O)c3ccco3)=C(O)C(=O)N2Cc2cccnc2)cc1OC (stereo unspecified)	-46	32
O=C(CN1CCN(c2ccccn2)CC1)Nc1ccc(F)cc1	-12	24
Cc1ccc(Cn2c(-c3nonc3N)nc3ccccc32)cc1	17	34
Cc1ccc(S(=O)(=O)N2CCCSCC2)cc1	-32	58
Cc1cccn2c(=O)c(/C=C(\C#N)S(=O)(=O)c3ccccc3)c(N3CCN(C)CC3)nc12	-27	44
Nc1ccc(C(=O)Nc2ccc3nc(-c4cccnc4)[nH]c3c2)cc1	32	26
O=C(NC1CCCCCCC1)C1CCN(c2nc3ccccc3o2)CC1	-31	25
COc1cc(-c2c(C#N)c(=O)[nH]c3c2c(C)nn3-c2ccccc2)ccc1O	-19	41
C=CCN(c1ccc(C(=O)N2CCN(c3ccc(F)cc3)CC2)cc1)S(C)(=O)=O	-20	24
O=C(NCc1ccccc1)C1(c2ccccc2)CCN(S(=O)(=O)c2ccccc2)CC1	-40	45
Cc1ccc(CNC(=O)C2CC(c3ccc([N+](=O)[O-])cc3)=NO2)cc1 (stereo unspecified)	18	32
CCc1nnc2sc(-c3ccc(NC(=O)c4ccc5c(c4)OCCO5)cc3)nn12	28	14
Cc1cccc(C)c1OCC(=O)NCc1nnc(SCC(=O)NC2CCCCC2)n1C	-2	19
CCc1ccc(C(=O)CN(C#N)c2nc(C)cc(C)n2)cc1	?	nt
COc1ccc(S(=O)(=O)N(CC(=O)O)c2ccccc2)cc1	-10	45
C=CCn1c(COc2cccc3cccnc23)nnc1SCC(=O)OC	-10	21
O=[N+]([O-])c1ccc(Cl)c(/C=N/N2CCN(Cc3ccccc3)CC2)c1	9	37
O=C(Cn1c(CC(=O)N2CCOCC2)nc2ccccc21)Nc1ccc2c(c1)OC(F)(F)O2	-37	54
CCOC(=O)C1=C(O)/C(=C/c2cc(OC)c(OC)c(OC)c2)SC1=Nc1ccc(OC)cc1	-2	34
O=C(Nc1cnn(Cc2ccc(F)cc2)c1)c1cc2nc(-c3ccco3)cc(C(F)(F)F)n2n1	2	30
Cc1ccc(-c2nnc(N3CCN(C(=O)CN4CCOCC4)CC3)c3ccccc23)cc1	-47	25
CC1CCCN(C(=O)CNC(=O)Cn2ccc3ccccc3c2=O)C1 (stereo unspecified)	30	25
(cont.)
SMILES	Htt clearance	Htt clearance grain fraction
O=C(NCCOCCOCCNC(=O)c1cccnc1)c1cccnc1	38	21
O=C(CCn1c(=O)sc2ccccc21)Nc1ccon1	32	13
COc1ccccc1N1CCN(c2nc3c(C)cccn3c(=O)c2C=O)CC1	30	27
CC(C)OC(=O)COc1ccc(-c2ccccc2)cc1	-40	25
CN(c1ccc(C(=O)NCC2CCCO2)cc1)S(=O)(=O)c1ccccc1 (stereo unspecified)	-8	23
CCOC(=O)c1cc(-c2ccc(C)cc2)n(CCC(=O)NC(C)CC)c1C (stereo unspecified)	28	15
O=C(Nc1ccccc1C(=O)N1CCCC1)c1cccc(S(=O)(=O)N2CCCCC2)c1	0	21
CCOC(=O)C1CCN(S(=O)(=O)c2ccc(C(C)=O)cc2)CC1	-4	19
CC(=O)C1C(c2cn(-c3ccccc3)nc2-c2cccs2)NC(=O)NC1(O)C(F)(F)F (stereo unspecified)	44	20
COc1cccc(NC(=O)C2CCCN2C(=O)Nc2ccccc2F)c1 (stereo unspecified)	-42	49
COC(=O)c1ccc(NC(=O)CCN2CCN(CCC(=O)Nc3ccc(C(=O)OC)cc3)CC2)cc1	38	11
COC(=O)C1=C(C)NC(=O)NC1c1ccc(OCC(=O)N2CCCCC2)cc1 (stereo unspecified)	-66	35
N#CC1=C(N)n2c(s/c(=C\c3ccco3)c2=O)=C(C#N)C1c1ccco1 (stereo unspecified)	51	10
Cn1nc(C(=O)NCc2ccc(F)cc2)c2ccccc2c1=O	-14	35
OC(CNCC1CCCO1)Cn1c2ccccc2c2ccccc21 (stereo unspecified)	44	20
CCCn1c(SCc2ccc(Cl)cc2)nc2c1c(=O)[nH]c(=O)n2C	21	25
COc1ccc(OC)c(C(O)c2nc3ccccc3n2C(C)C)c1 (stereo unspecified)	-56	27
O=C(O)CCn1[nH]c(=O)c2ccccc2c1=O	-50	31
CCC(CC)C(=O)Nc1ccc(Cl)c(Cl)c1	-13	27
CCOC(=O)Nc1cccc(Nc2ccccc2)c1	-119	41
Cc1cc(C(C)(C)C)cc(C)c1COC(=O)C1CCC(=O)N1 (stereo unspecified)	-71	36
O=C(NCCN1CCC(Cc2ccccc2)CC1)C1CCCN(S(=O)(=O)c2cnc[nH]2)C1 (stereo unspecified)	-17	53
CC(C)CCOc1ncnc2c1sc1nc3c(cc12)CSC(C)(C)C3	-80	35
Cc1ccc(C(=O)Nc2ccc(S(=O)(=O)N3CCN(C)CC3)cc2)cc1	48	9.9
CC(=O)c1ccc(N2CCN(CCC#N)CC2)c(F)c1	4	34
Cc1csc(=Nc2c(C)n(C)n(-c3ccccc3)c2=O)n1Cc1ccccc1	40	17
COc1ccc(CN2CCN(S(=O)(=O)c3ccc(NC(C)=O)cc3)CC2)cc1OC	-58	57
CCC1(CC)Cc2ccccc2C(N)=C1C#N	43	11
COc1ccc(-c2nnc3sc(C(C)N4C(=O)c5ccccc5C4=O)nn23)cc1 (stereo unspecified)	0	32
Cc1nc(NCCNC(=O)c2ccco2)c2c(C)c(C)sc2n1	0	37
Cc1ccc(-c2ccc(=O)n(CCC(=O)NCCN3CCCCC3C)n2)cc1 (stereo unspecified)	-16	21
O=C(CN1CCNCC1)Nc1ccc(Oc2ccccc2)cc1	15	34
CCOC(=O)N1CCC(NC(=O)CNS(=O)(=O)c2ccc(Br)s2)CC1	0	41
COc1ccc(-c2nnc(SCC(N)=O)n2N)cc1	2	21
CCOc1ccc(Nc2nc(CC(=O)OC)cc(=O)[nH]2)cc1	-26	25

The list is partial, so the mix of outcomes need not match the whole.
